Bioassay records deposited in PubChem BioAssay by several laboratories.
GLD-1 TGE inh: GLD-1-TGE RNA interaction inhibition (C. elegans). inhibition, % at 5.96 µM. AID 2280. purified GLD-1 + fluorescein TGE RNA, fluorescence polarization. 0.44% of 320,000 active. Q17339;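 active = percent inhibition above a per-plate cutoff, the plate mean of test compounds plus 3 SD, cut at about 30% in these data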;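 note: 0% = DMSO wells with GLD-1 and probe and 100% = wells lacking GLD-1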
Target sequence (Q17339 whole entry, looked up): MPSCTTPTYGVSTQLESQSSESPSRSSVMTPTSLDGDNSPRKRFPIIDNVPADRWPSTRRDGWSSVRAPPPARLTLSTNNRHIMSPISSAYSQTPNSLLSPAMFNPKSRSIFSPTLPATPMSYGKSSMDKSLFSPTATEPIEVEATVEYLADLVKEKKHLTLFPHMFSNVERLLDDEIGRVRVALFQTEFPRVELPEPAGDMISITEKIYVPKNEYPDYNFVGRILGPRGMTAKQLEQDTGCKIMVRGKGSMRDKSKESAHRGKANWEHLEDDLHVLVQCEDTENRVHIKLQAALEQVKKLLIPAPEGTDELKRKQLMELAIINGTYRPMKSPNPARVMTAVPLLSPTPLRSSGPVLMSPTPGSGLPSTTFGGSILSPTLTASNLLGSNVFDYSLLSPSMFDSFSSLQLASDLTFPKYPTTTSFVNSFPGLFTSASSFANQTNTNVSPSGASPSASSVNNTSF
Fam108B counter: counter-screen for RBBP9 inhibitors: inhibitors of mouse Fam108B; recombinant Fam108B, FP-Rh probe fluorescence polarization; inhibition, % at 9.51 µM; 0.33% of 300,000 active; AID 1947;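 active = inhibition above the screen mean inhibition plus 3 SD, computed separately per campaign, cut at about 18% in these data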;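 note: inhibitors lower polarization as less probe binds the enzyme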
ZTA counter: ZTA (EBV) inhibition in EBNA-1 counter-screen. ZTA-DNA binding, fluorescence polarization. AID 2234. inhibition, % at 11 µM. 0.15% of 320,000 active. P03206; in the data active = inhibition above about 33%
MCL1-BIM inh: MCL1-BIM-BH3 interaction inhibition (human); Q07820; GST-MCL1 / FITC-Bim-BH3 fluorescence polarization; inhibition, % at 10.9 µM; 0.68% of 320,000 active;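 active = inhibition above the mean inhibition of all tested compounds plus 3 SD, set per campaign, cut at about 40% in these data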;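 note: 0% = DMSO wells and 100% = unlabeled Bim-BH3 peptide control; higher means more loss of mP so more displacement of Bim peptide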
Efflux pump mplx: antifungal efflux pump inhibition, Nile Red retention | S. cerevisiae Candida pump triplex | inhibition, % at 10 µM | 0.44% of 330,000 active;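 active = plate passing quality check with inhibition over a set limit, or well fluorescence over plate mean plus 4 SD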;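 note: Nile Red retained in pooled yeast measured as flow cytometry median fluorescence; 0% = buffer negative control and 100% = Enniatin B positive control; higher means more Nile Red kept so more efflux inhibition; some compounds called inactive have numbers as strong as hits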
EBNA-1 inhibitor: blocks EBNA-1 binding to DNA | EBNA-1 DNA binding, fluorescence polarization | inhibition, % at 14.8 µM | 0.34% of 300,000 active | AID 1950; in the data active = inhibition above about 28%
BCLXL inh: inhibitors of human Bcl-xL | inhibition, % at 10.9 µM | 0.7% of 320,000 active | Q07817 | GST-Bcl-xL / FITC-Bim BH3 peptide fluorescence polarization | AID 2129;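 active = inhibition above the mean of all tested compounds plus 3 SD, cutoff set per campaign, cut at about 30% in these data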;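 note: 0% = DMSO wells and 100% = unlabeled Bim-BH3 peptide competitor; inhibitors lower millipolarization by displacing the labeled peptide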
MEX-5 binding: C. elegans MEX-5 TCR-2 RNA binding activity | Q9XUB2 | MEX-5/FITC-TCR2 RNA binding, fluorescence polarization; active compounds read low | activity score (negative = inhibition of binding), % at 10 µM | 0.38% of 300,000 active;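 active = inhibition past about -25% in most replicates, and total fluorescence under double the plate's negative control median, limit read from the data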;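 note: 0% = DMSO and -100% = 5 µM competing unlabeled TCR2 RNA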
Target sequence (Q9XUB2 whole entry, looked up): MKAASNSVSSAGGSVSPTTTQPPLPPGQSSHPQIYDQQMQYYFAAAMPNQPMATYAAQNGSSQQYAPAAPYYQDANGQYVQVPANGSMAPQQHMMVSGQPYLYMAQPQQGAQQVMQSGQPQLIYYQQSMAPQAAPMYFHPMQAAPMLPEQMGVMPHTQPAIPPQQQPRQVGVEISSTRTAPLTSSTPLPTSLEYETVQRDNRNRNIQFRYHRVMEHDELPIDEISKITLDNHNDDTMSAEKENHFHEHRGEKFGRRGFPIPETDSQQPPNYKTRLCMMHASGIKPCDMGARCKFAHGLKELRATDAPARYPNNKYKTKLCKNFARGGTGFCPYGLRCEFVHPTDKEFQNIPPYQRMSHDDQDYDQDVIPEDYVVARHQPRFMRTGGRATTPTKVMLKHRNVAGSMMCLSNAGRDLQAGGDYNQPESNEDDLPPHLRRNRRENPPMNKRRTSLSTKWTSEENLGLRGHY
Yeast superoxide: lowers age-related superoxide in aged yeast cells. S. cerevisiae aged cells, superoxide DHE fluorescence; active compounds read low. superoxide response (% of plate mean), % at 10 µM. 0.18% of 330,000 active;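 active = superoxide response under a set limit, about three screen SD below normal, cut at about 65% in these data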;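 note: yeast aged for seven days with compound at 30 °C before DHE staining; 100% = average MFI of all compound-treated wells on the plate with controls excluded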
An asterisk follows results filed as active.

What do the screens show for `CN(C)S(=O)(=O)N1CCN(c2ccc([N+](=O)[O-])c(N3CCOCC3)c2)CC1`?
GLD-1 TGE inh: 3; Fam108B counter: -5; ZTA counter: 2; MCL1-BIM inh: 1; Efflux pump mplx: 0.1; EBNA-1 inhibitor: 3; BCLXL inh: 4; MEX-5 binding: -3.7; Yeast superoxide: 122

How did O=C(NCCN1CCOCC1)c1ccccc1Oc1ccccc1 do in these assays?
GLD-1 TGE inh: -2; Fam108B counter: 3; ZTA counter: 20; MCL1-BIM inh: 9; Efflux pump mplx: 0.0; EBNA-1 inhibitor: 6; BCLXL inh: 6; MEX-5 binding: 1.9; Yeast superoxide: 90

Results for Cc1ccc(C(=O)OCC(=O)NCc2ccco2)cc1C ?
GLD-1 TGE inh: 3; ZTA counter: 5; MCL1-BIM inh: 6; Efflux pump mplx: 0.1; BCLXL inh: 2; Yeast superoxide: 101

What do the screens show for `C/C(=N/NC(=O)C1CCN(S(=O)(=O)c2ccc(C)cc2)CC1)c1cccc([N+](=O)[O-])c1`?
GLD-1 TGE inh: 2; Fam108B counter: -1; ZTA counter: 3; MCL1-BIM inh: 6; Efflux pump mplx: -0.3; EBNA-1 inhibitor: 9; BCLXL inh: 3; MEX-5 binding: 0.5; Yeast superoxide: 78

What do the screens show for `CCCCC(CC)CNC(=O)Cn1c(=O)[nH]c2ccsc2c1=O` (stereo not drawn)?
GLD-1 TGE inh: -1; Fam108B counter: -5; ZTA counter: 8; MCL1-BIM inh: 2; Efflux pump mplx: -0.1; EBNA-1 inhibitor: 5; BCLXL inh: 1; MEX-5 binding: -0.3; Yeast superoxide: 97

How did COc1ccnc(Oc2ccc(F)cc2)c1C#N do in these assays?
GLD-1 TGE inh: -4; Fam108B counter: 1; ZTA counter: -2; MCL1-BIM inh: 7; Efflux pump mplx: 0.6; EBNA-1 inhibitor: -20; BCLXL inh: 3; MEX-5 binding: 1.2; Yeast superoxide: 125

How did O=C(c1cccc(F)c1)N1CCC(O)(c2cccnc2)CC1 do in these assays?
GLD-1 TGE inh: 2; Fam108B counter: 3; ZTA counter: -7; MCL1-BIM inh: -7; Efflux pump mplx: -0.1; EBNA-1 inhibitor: 6; BCLXL inh: -4; MEX-5 binding: -1.3; Yeast superoxide: 102

What do the screens show for `Cc1cc(C)c2c(N)c(C(=O)c3ccc(Cl)cc3)sc2n1`?
GLD-1 TGE inh: -2; Fam108B counter: -7; ZTA counter: -22; MCL1-BIM inh: -11; Efflux pump mplx: 0.1; EBNA-1 inhibitor: 15; BCLXL inh: -5; MEX-5 binding: 0.7; Yeast superoxide: 101

Results for CCn1c(SCc2ccc(F)cc2)nc2ccccc2c1=O ?
GLD-1 TGE inh: 2; Fam108B counter: 2; ZTA counter: -8; MCL1-BIM inh: 1; Efflux pump mplx: -0.2; EBNA-1 inhibitor: 4; BCLXL inh: 6; MEX-5 binding: 1.2; Yeast superoxide: 103

What do the screens show for `COC(=O)c1ccc(CSc2nnc(Nc3cccc(OC)c3)s2)o1`?
GLD-1 TGE inh: -1; Fam108B counter: 1; ZTA counter: -1; MCL1-BIM inh: -10; Efflux pump mplx: -0.2; EBNA-1 inhibitor: 3; BCLXL inh: -8; MEX-5 binding: -2.9; Yeast superoxide: 96

What do the screens show for `N#CC1=C(N)OC2=C(CC/C2=C\c2ccc(F)cc2)C1c1ccc(F)cc1` (stereo not drawn)?
GLD-1 TGE inh: -7; Fam108B counter: -1; ZTA counter: 9; MCL1-BIM inh: -158; Efflux pump mplx: 0.1; EBNA-1 inhibitor: 5; BCLXL inh: -41; MEX-5 binding: -2.0; Yeast superoxide: 122

Results for COc1cc(NC(=O)C2CCCO2)c(OC)cc1NC(=O)c1ccccc1 (stereo not drawn) ?
GLD-1 TGE inh: 3; Fam108B counter: 0; ZTA counter: 5; MCL1-BIM inh: -2; Efflux pump mplx: -0.1; EBNA-1 inhibitor: -5; BCLXL inh: 10; MEX-5 binding: 0.5; Yeast superoxide: 103

How did CC1CCN(C(=O)c2[nH]cnc2C(=O)NCC(=O)OCc2ccccc2)CC1 do in these assays?
GLD-1 TGE inh: 4; Fam108B counter: 0; ZTA counter: 10; MCL1-BIM inh: -1; Efflux pump mplx: 0.0; EBNA-1 inhibitor: 10; BCLXL inh: 0; MEX-5 binding: 1.1; Yeast superoxide: 98

What do the screens show for `CNc1nc(NCc2ccccc2)nc(N)c1[N+](=O)[O-]`?
GLD-1 TGE inh: -1; Fam108B counter: -1; ZTA counter: 9; MCL1-BIM inh: 1; Efflux pump mplx: 0.1; EBNA-1 inhibitor: -9; BCLXL inh: 12; MEX-5 binding: -1.0; Yeast superoxide: 107

How did COc1ccccc1NC(=O)CN(Cc1ccco1)C(=O)c1ccc(=O)[nH]c1 do in these assays?
GLD-1 TGE inh: 0; Fam108B counter: 3; ZTA counter: -2; MCL1-BIM inh: 5; Efflux pump mplx: -0.1; EBNA-1 inhibitor: 7; BCLXL inh: 5; MEX-5 binding: 3.2; Yeast superoxide: 100

How did CCOCCc1nnc(NC(=O)CN2C(=O)c3ccccc3C2=O)s1 do in these assays?
GLD-1 TGE inh: 4; Fam108B counter: 0; ZTA counter: 1; MCL1-BIM inh: -2; Efflux pump mplx: 0.1; EBNA-1 inhibitor: -8; BCLXL inh: 2; MEX-5 binding: 2.7; Yeast superoxide: 108

How did Cc1cc(=O)oc2cc(NC(=O)c3ccnn3C)ccc12 do in these assays?
GLD-1 TGE inh: -1; Fam108B counter: -3; ZTA counter: -7; MCL1-BIM inh: 9; Efflux pump mplx: 0.0; EBNA-1 inhibitor: 1; BCLXL inh: 5; MEX-5 binding: 1.4; Yeast superoxide: 101

Results for Cc1ccc(-n2cc[nH]c2=S)c(C)c1 ?
GLD-1 TGE inh: -2; Fam108B counter: 0; ZTA counter: 2; MCL1-BIM inh: -6; Efflux pump mplx: 0.2; EBNA-1 inhibitor: -15; BCLXL inh: -19; MEX-5 binding: 1.2; Yeast superoxide: 93

Results for NC(=O)NCc1cccs1 ?
GLD-1 TGE inh: 1; Fam108B counter: -6; ZTA counter: 3; MCL1-BIM inh: 3; Efflux pump mplx: 0.0; EBNA-1 inhibitor: 2; BCLXL inh: 6; MEX-5 binding: -1.4; Yeast superoxide: 97

What do the screens show for `CCOc1ccc(C(=O)CN2CCN(S(=O)(=O)c3ccc(OC)cc3)CC2)cc1`?
GLD-1 TGE inh: 2; Fam108B counter: 3; ZTA counter: -21; MCL1-BIM inh: 7; Efflux pump mplx: -0.2; EBNA-1 inhibitor: -1; BCLXL inh: 8; MEX-5 binding: 0.7; Yeast superoxide: 98

Reprinted at random: two records from the list
Results for Cc1ccc(-n2cc[nH]c2=S)c(C)c1 ?
GLD-1 TGE inh: -2; Fam108B counter: 0; ZTA counter: 2; MCL1-BIM inh: -6; Efflux pump mplx: 0.2; EBNA-1 inhibitor: -15; BCLXL inh: -19; MEX-5 binding: 1.2; Yeast superoxide: 93

How did CCOCCc1nnc(NC(=O)CN2C(=O)c3ccccc3C2=O)s1 do in these assays?
GLD-1 TGE inh: 4; Fam108B counter: 0; ZTA counter: 1; MCL1-BIM inh: -2; Efflux pump mplx: 0.1; EBNA-1 inhibitor: -8; BCLXL inh: 2; MEX-5 binding: 2.7; Yeast superoxide: 108

Further entries follow:
Results for O=S(=O)(NCC1CCCO1)c1ccc(Br)s1 (stereo not drawn) ?
GLD-1 TGE inh: -6; Fam108B counter: -2; ZTA counter: 5; MCL1-BIM inh: 8; Efflux pump mplx: 0.0; EBNA-1 inhibitor: 0; BCLXL inh: 8; MEX-5 binding: -2.1; Yeast superoxide: 108

What do the screens show for `O=C(CSc1nnc(-c2ccccc2)c2ccccc12)NCC1CCCO1` (stereo not drawn)?
GLD-1 TGE inh: 3; Fam108B counter: -2; ZTA counter: 19; MCL1-BIM inh: -9; Efflux pump mplx: -0.2; EBNA-1 inhibitor: 2; BCLXL inh: -4; MEX-5 binding: -0.2; Yeast superoxide: 109

What do the screens show for `CCc1cccc(NS(=O)(=O)c2ccc3c(c2)oc(=O)n3C)c1`?
GLD-1 TGE inh: 4; Fam108B counter: 2; ZTA counter: -12; MCL1-BIM inh: 3; Efflux pump mplx: -0.1; EBNA-1 inhibitor: -11; BCLXL inh: 3; MEX-5 binding: 0.3; Yeast superoxide: 154

Results for O=C(O)COc1ccccc1/C=C1\SC(=S)N(NC(=O)c2ccccc2O)C1=O ?
GLD-1 TGE inh: -7; Fam108B counter: 0; ZTA counter: 8; MCL1-BIM inh: 5; Efflux pump mplx: 0.0; EBNA-1 inhibitor: 0; BCLXL inh: -1; MEX-5 binding: -11; Yeast superoxide: 100

How did COc1ccc(CC(=O)NC2CC2)cc1OC do in these assays?
GLD-1 TGE inh: 6; Fam108B counter: -5; ZTA counter: -1; MCL1-BIM inh: -8; Efflux pump mplx: 0.0; EBNA-1 inhibitor: 0; BCLXL inh: 1; MEX-5 binding: 1.2; Yeast superoxide: 93

How did O=C(NN1C(=O)C2C3c4ccccc4C(c4ccccc43)[C@@H]2C1=O)c1ccccc1 (stereo partly drawn) do in these assays?
GLD-1 TGE inh: 4; Fam108B counter: 0; ZTA counter: 9; MCL1-BIM inh: 0; Efflux pump mplx: -0.1; EBNA-1 inhibitor: 4; BCLXL inh: 2; MEX-5 binding: -0.4; Yeast superoxide: 99

How did C=CCN1C=CC(=O)CC1 do in these assays?
GLD-1 TGE inh: 87*; Fam108B counter: -3; ZTA counter: -14; MCL1-BIM inh: 131*; Efflux pump mplx: -0.1; EBNA-1 inhibitor: -10; BCLXL inh: 164*; MEX-5 binding: -0.5; Yeast superoxide: 105

Results for Cc1cc2ccccn2c1C(=O)Nc1ccccc1 ?
GLD-1 TGE inh: 0; Fam108B counter: 3; ZTA counter: 8; MCL1-BIM inh: 5; Efflux pump mplx: -0.1; EBNA-1 inhibitor: 5; BCLXL inh: 3; MEX-5 binding: -2.1; Yeast superoxide: 82

What do the screens show for `CC(C)(C)NC(=O)C(c1ccco1)N(C(=O)Cn1nnc(-c2ccc(F)cc2)n1)c1cccc(F)c1` (stereo not drawn)?
GLD-1 TGE inh: 5; Fam108B counter: 1; ZTA counter: -10; MCL1-BIM inh: -1; Efflux pump mplx: 0.4; EBNA-1 inhibitor: -2; BCLXL inh: 5; MEX-5 binding: -0.1; Yeast superoxide: 116

How did Cc1cc(=O)oc(C)c1C(=O)Nc1ccc2nsnc2c1 do in these assays?
GLD-1 TGE inh: -6; Fam108B counter: -3; ZTA counter: -5; MCL1-BIM inh: 10; Efflux pump mplx: 0.1; EBNA-1 inhibitor: -4; BCLXL inh: 4; MEX-5 binding: -3.2; Yeast superoxide: 113

Results for O=[N+]([O-])c1cc(S(=O)(=O)N2CCCC2)ccc1N/N=C/c1cccs1 ?
GLD-1 TGE inh: 6; Fam108B counter: 2; ZTA counter: 8; MCL1-BIM inh: 9; Efflux pump mplx: 0.0; EBNA-1 inhibitor: -4; BCLXL inh: 4; MEX-5 binding: -0.5; Yeast superoxide: 92

What do the screens show for `COc1ccc(C(c2nnnn2CC2CCCO2)N2CCN(c3ccccc3)CC2)cc1` (stereo not drawn)?
GLD-1 TGE inh: 8; Fam108B counter: 4; ZTA counter: 8; MCL1-BIM inh: 10; Efflux pump mplx: -0.1; EBNA-1 inhibitor: 2; BCLXL inh: 9; MEX-5 binding: 0.6; Yeast superoxide: 88

How did NC(=O)c1cc(S(=O)(=O)NCc2ccc(Br)cc2)cs1 do in these assays?
GLD-1 TGE inh: -4; Fam108B counter: -1; ZTA counter: -11; MCL1-BIM inh: 4; Efflux pump mplx: 0.0; EBNA-1 inhibitor: -6; BCLXL inh: 8; MEX-5 binding: -2.6; Yeast superoxide: 114

Results for Cc1cc(C(=O)Nc2sc3c(c2C#N)CCCC3)no1 ?
GLD-1 TGE inh: 9; Fam108B counter: -2; ZTA counter: 12; MCL1-BIM inh: 2; Efflux pump mplx: 0.0; EBNA-1 inhibitor: -11; BCLXL inh: -1; MEX-5 binding: 1.8; Yeast superoxide: 102
